Source: PubChem BioAssay
EPAC2 agonist = EPAC2 (human) agonism; EPAC2 activation, biochemical qHTS; response scale: 100% = 6.5 mM cAMP response; Potency, µM (titrated, usually from 154 µM), for the others: at the top dose activation, usual class: activators; 0.079% of 360,000 active; AID 720711; also: nearly all actives have a fitted effect of over 50% in size
Target sequence (Q8WZA2 whole entry, looked up): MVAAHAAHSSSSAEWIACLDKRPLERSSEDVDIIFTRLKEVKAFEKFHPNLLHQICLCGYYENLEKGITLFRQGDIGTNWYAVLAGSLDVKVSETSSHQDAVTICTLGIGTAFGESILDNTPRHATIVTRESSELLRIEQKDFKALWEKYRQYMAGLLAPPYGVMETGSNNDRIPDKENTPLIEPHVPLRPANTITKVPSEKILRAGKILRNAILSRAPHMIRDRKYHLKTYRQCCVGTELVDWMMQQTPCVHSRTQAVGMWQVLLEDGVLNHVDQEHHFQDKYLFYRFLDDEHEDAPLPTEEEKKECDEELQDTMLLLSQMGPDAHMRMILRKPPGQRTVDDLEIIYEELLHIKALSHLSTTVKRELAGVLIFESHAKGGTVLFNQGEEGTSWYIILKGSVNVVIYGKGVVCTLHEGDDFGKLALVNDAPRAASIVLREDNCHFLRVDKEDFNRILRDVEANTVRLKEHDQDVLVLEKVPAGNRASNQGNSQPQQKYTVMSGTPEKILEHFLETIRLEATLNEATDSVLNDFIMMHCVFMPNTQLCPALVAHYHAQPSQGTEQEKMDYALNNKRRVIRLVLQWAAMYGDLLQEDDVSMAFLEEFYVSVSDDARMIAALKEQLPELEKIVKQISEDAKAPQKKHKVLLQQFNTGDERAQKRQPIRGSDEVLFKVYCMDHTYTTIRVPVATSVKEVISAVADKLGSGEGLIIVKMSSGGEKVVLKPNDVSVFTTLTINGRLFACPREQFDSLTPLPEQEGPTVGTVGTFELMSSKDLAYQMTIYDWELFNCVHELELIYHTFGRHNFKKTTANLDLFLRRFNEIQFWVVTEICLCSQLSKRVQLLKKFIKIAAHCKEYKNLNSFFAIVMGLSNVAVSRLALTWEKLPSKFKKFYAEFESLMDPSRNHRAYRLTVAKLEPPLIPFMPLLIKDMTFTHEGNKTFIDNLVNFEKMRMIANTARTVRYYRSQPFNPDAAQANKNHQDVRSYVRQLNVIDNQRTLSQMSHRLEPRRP
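Compounds were titrated in qHTS against a Rap1B-BODIPY-GDP (250 nM) complex with EPAC2 (100 nM) and GDP (50 uM). BODIPY-GDP release tracked at 480/540 nm over 30 min at room temperature, normalized to 6.5 mM cAMP.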
FUS yeast rescue = suppressors of FUS proteinopathy in yeast. S. cerevisiae FUS-expressing, growth rescue, OD600, 24 h. AID 1347120. 0.24% of 390,000 active. Potency, µM (top dose mostly 76.6 µM), for inactives: top-dose growth rescue (activation), hits mostly activators;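 also: plate controls were DMSO vehicle for no effect and reference control for full effect; nearly all actives have a fitted effect of over 55% in size; some results filed as inactive show a strong effect at the top dose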
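Cultures pregrown in 2.5% raffinose medium are shifted to minimal medium containing 2% galactose to express toxic FUS. Compounds are tested at several concentrations. After 24hr at 30C, growth is quantified at 600 nm absorbance.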
PTHR1 ag = activates the human parathyroid hormone receptor PTHR1; Q03431; HEK293 GP2 PTHR1 cells, GloSensor cAMP luminescence, 1 h; Potency, µM (highest dose often 115 µM), for the others: at the highest dose activation, hits mostly activators; 0.075% of 410,000 active; AID 743266; also: nearly all actives have a fitted effect of over 55% in size; some results filed as inactive show a strong effect at the top dose; inactives centre near -15; many of its hits are not listed in these tables
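HEK-293-derived GP2 cells expressing PTHR1 and a GloSensor cAMP reporter, 3,000/well, plated overnight, given luciferin plus IBMX (each 0.5 mM as added) for 1 h at 37 °C, then compound for 1 h at 37 °C. Luminescence was read after 15 min at room temperature.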
aSyn yeast inh = alpha-synuclein toxicity inhibition in yeast; Yeast expressing alpha-synuclein, growth rescue, BacTiter-Glo, 24 h; Potency, µM (top dose mostly 46.1 µM), for the others: top-dose growth rescue (activation), usual class: activators; 0.14% of 370,000 active; AID 652106; also: % of control where 0% means no effect; nearly all actives have a fitted effect of over 65% in size
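Galactose-induced alpha-syn yeast (OD600=0.02, raffinose-pregrown) + pinned cpd, 24 hr, 30 deg C; growth by BacTiter-Glo luminescence. Growth restoration scores as activation.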
EPAC1 antagonist = antagonists of human EPAC1. EPAC1 GEF assay, Rap1b-BODIPY-GDP exchange fluorescence. Potency, µM (titrated, usually from 115 µM), for the others: at the highest dose activity change, negative = inhibition, most hits filed as inhibitors. 0.14% of 360,000 active;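 also: plate controls were vehicle for no effect and positive control for full effect; nearly all actives have a fitted effect of over 50% in size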
TDP43 rescue = rescues yeast growth from TDP-43 toxicity; TDP-43 expressing yeast growth rescue, BacTiter-Glo, 24 h; Potency, µM (series often up to 46.1 µM), inactives show at the highest dose growth rescue (activation), most hits filed as activators; 1.8% of 410,000 active; AID 652104; also: % of control where 0% means no effect; nearly all actives have a fitted effect of over 50% in size
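Galactose-induced TDP-43 yeast, OD600=0.02, compound pinned; 24 hr, 30 deg C; BacTiter-Glo luminescence for growth. Inhibitors of TDP-43 toxicity read as activators.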
EPAC2 antag = EPAC2 (human) antagonism; Q8WZA2; EPAC2 GEF exchange of Rap1B-BODIPY-GDP, fluorescence; Potency, µM (series often up to 114 µM), for the others: at the highest dose activity, negative = inhibition, most hits filed as inhibitors; 0.18% of 360,000 active; also: % is scaled to controls: 0 for no effect and ±100 for the full control effect; nearly all actives have a fitted effect of over 45% in size; many of its hits are not listed in these tables
EPAC1 agonist = agonists of human EPAC1; EPAC1 agonist qHTS, biochemical assay; response scale: 100% = response to 6.5 mM cAMP; O95398; Potency, µM (titrated, usually from 154 µM), for inactives: at the top dose activation, most hits filed as activators; 0.073% of 360,000 active; AID 720707; also: nearly all actives have a fitted effect of over 60% in size
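Nucleotide exchange by EPAC1 (100 nM) on Rap1B–BODIPY-GDP (250 nM) in the presence of 50 uM GDP is tracked fluorescently at 480/540 nm over 30 min. Signals are normalized to a 6.5 mM cAMP control.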
An asterisk follows results filed as active; i = inactive; ? = inconclusive; · = no result given; & = joins results of further samples; [ ] = dose if it differs, or a comment. Calls follow the shape of the dose curve; as a rule, active = well fitted curve in the direction sought with a large enough effect; inconclusive = small, poorly fitted or top-dose-only effect, or another doubt; inactive = no such curve, though single readings can be large; an effect the other way counts as inactive or inconclusive. Potency is read from the fitted curve at half-maximal effect. A portion of the library (hit frequency here may not be typical).

SMILES	EPAC2 agonist	FUS yeast rescue	PTHR1 ag	aSyn yeast inh	EPAC1 antagonist	TDP43 rescue	EPAC2 antag	EPAC1 agonist
CCN(CC(=O)Nc1sc2c(c1C#N)CCC(C)C2)Cc1nc2ccccc2c(=O)[nH]1 (centres undefined)	-6%	11%	-12%	8%	-9%	-11%[9.22 µM]	-15%	5%
CS(=O)(=O)NNC(=O)Cn1nnc(-c2cc(C(F)(F)F)cc(C(F)(F)F)c2)n1	-2%	7%	i	-2%	1%	-9%	-29%	2%
CCn1c(=O)n(CC(=O)NCc2ccco2)c(=O)c2ccccc21	13%	-9%	7%[57.5 µM]	5%	2%	9%	4%	-2%
COc1ccc(S(=O)(=O)Cc2ccc(C(=O)NC3CCC(C)CC3)o2)cc1 (centres undefined)	4%	7%	-15%	-12%	-13%	-8%	-4%	0%
CNC(=O)CSc1nnc(-c2ccccc2)n1C	0%	-18%	i	-1%	11%	3%	6%	-12%
O=C(O)CCc1ccc(-c2cccs2)n1NC(=O)c1cccs1	12%	7%	-8%	0%	-5%	-11%	5%	9%
COC(=O)CNC(=O)c1ccc2c(c1)S(=O)(=O)c1ccccc1C2=O	-1%	3%	i	5%	5%	-1%	13%	10%
COC(=O)C[C@H]1c2cc(C(F)(F)F)ccc2S(=O)(=O)N1C1CCCC1	6%	-3%	-14%	-4%	-15%	-2%	5%	-23%
COc1cc(CNC(=O)c2nc(Cn3nc(C)c(Br)c3C)no2)cc(OC)c1	7%	27%	5%	8%	-10%	-16%	-12%	-10%
Cc1ccccc1N(CC(=O)NCc1ccco1)C(=O)CNS(=O)(=O)c1ccc(F)cc1	-3%	-10%	i	7%	6%	1%	0%	-3%
N#Cc1cccc(NC(=O)COC(=O)c2ccccc2Sc2ccccc2C#N)c1	3%	·	-19%	3%	19%	-4%	9%	0%
C=CCN(CC=C)C(=O)C[n+]1ccc(C(N)=O)cc1	4%	-10%	i	3%	8%	14%	0%	15%
CN(CCOc1ccccc1)C(=O)c1cc(S(=O)(=O)N2CCCCC2)ccc1Cl	3%	21%	-6%	2%	-18%	17%	-9%	-5%
O=C(CSC1=NNC(c2ccccn2)S1)Nc1ccccc1 (centres undefined)	6%	7%	i	21%	0%	13µM*	4%	15%
CCOc1ccc(C(=O)NCC(=O)OCC(=O)Nc2nnc(-c3ccccc3)o2)cc1	1%	0%	-47%[inhibitor]	-3%	-3%	17%	2%	-9%

Twelve entries from above, reformatted.
mol,EPAC2 agonist,FUS yeast rescue,PTHR1 ag,aSyn yeast inh,EPAC1 antagonist,TDP43 rescue,EPAC2 antag,EPAC1 agonist
COc1ccc(S(=O)(=O)Cc2ccc(C(=O)NC3CCC(C)CC3)o2)cc1 (centres undefined),4%,7%,-15%,-12%,-13%,-8%,-4%,0%
CNC(=O)CSc1nnc(-c2ccccc2)n1C,0%,-18%,i,-1%,11%,3%,6%,-12%
O=C(O)CCc1ccc(-c2cccs2)n1NC(=O)c1cccs1,12%,7%,-8%,0%,-5%,-11%,5%,9%
COC(=O)CNC(=O)c1ccc2c(c1)S(=O)(=O)c1ccccc1C2=O,-1%,3%,i,5%,5%,-1%,13%,10%
COC(=O)C[C@H]1c2cc(C(F)(F)F)ccc2S(=O)(=O)N1C1CCCC1,6%,-3%,-14%,-4%,-15%,-2%,5%,-23%
COc1cc(CNC(=O)c2nc(Cn3nc(C)c(Br)c3C)no2)cc(OC)c1,7%,27%,5%,8%,-10%,-16%,-12%,-10%
Cc1ccccc1N(CC(=O)NCc1ccco1)C(=O)CNS(=O)(=O)c1ccc(F)cc1,-3%,-10%,i,7%,6%,1%,0%,-3%
N#Cc1cccc(NC(=O)COC(=O)c2ccccc2Sc2ccccc2C#N)c1,3%,·,-19%,3%,19%,-4%,9%,0%
C=CCN(CC=C)C(=O)C[n+]1ccc(C(N)=O)cc1,4%,-10%,i,3%,8%,14%,0%,15%
CN(CCOc1ccccc1)C(=O)c1cc(S(=O)(=O)N2CCCCC2)ccc1Cl,3%,21%,-6%,2%,-18%,17%,-9%,-5%
O=C(CSC1=NNC(c2ccccn2)S1)Nc1ccccc1 (centres undefined),6%,7%,i,21%,0%,13µM*,4%,15%
CCOc1ccc(C(=O)NCC(=O)OCC(=O)Nc2nnc(-c3ccccc3)o2)cc1,1%,0%,-47%[inhibitor],-3%,-3%,17%,2%,-9%

(next part)
SMILES	EPAC2 agonist	FUS yeast rescue	PTHR1 ag	aSyn yeast inh	EPAC1 antagonist	TDP43 rescue	EPAC2 antag	EPAC1 agonist
N#CC(c1ccccn1)c1ncc(C(F)(F)F)cc1Cl (centres undefined)	5%	-1%	-14%	-7%	-13%	-1%	-19%	0%
Cc1cc(NC(=O)CSc2ccc(-c3cccc([N+](=O)[O-])c3)nn2)no1	3%	5%	i	7%	22%	-1%	14%	2%
N#CCCCc1cn(-c2nc3ccccc3s2)nn1	6%	-8%	-42%	-7%	-1%	0%	-14%	0%
Cc1cc(NC(=O)c2ccc(Br)o2)cc(-c2nc3ccccc3o2)c1O	·	-6%	i	-1%	·	11%	·	·
O=C(COc1ccc(Cl)cc1)Nc1nc(-c2ccc(S(=O)(=O)N3CCOCC3)cc2)cs1	1%	71%	i	-5%	11%	6%	14%	5%
CCOC(=O)c1cnc2ccccc2c1NCCc1ccc(OC)c(OC)c1	1%	-3%&4%	i	-2%	-13%	9%&8%	-2%	7%
Cc1ccc(S(=O)(=O)NCCC(=O)N2CCCCCCC2)cc1	10%	1%	-17%	-10%	10%	0%	17%	-9%
CCCn1nc(NC(=O)C2CCCO2)c2cc3ccc(C)cc3nc21 (centres undefined)	5%	18%	-10%	-3%	-4%	2%	-10%	11%
Cc1ccc2cc(C#N)c(SCC(=O)NCC3CCCO3)nc2c1 (centres undefined)	-9%	-13%	-8%	-4%	-1%	-9%	4%	1%
CCOC(=O)c1sc(NC(=O)COC(=O)C(CCSC)NC(C)=O)nc1C (centres undefined)	18%	37%	i	0%	-12%	-14%	-3%	3%
CCOC(=O)NC(Nc1ncccn1)(C(F)(F)F)C(F)(F)F	14%	-13%	i	-7%	-1%	4%	1%	-1%
CCCSc1nc(C)c2cc(C)cc(C)c2n1	-8%	-10%	i	2%	2%	29%	-1%	4%
c1ccc(OCc2ccc(CCCN3CCOCC3)cc2)cc1	10%	·	-9%	10%	7%	-17%	-9%	4%
CCOP(=O)(OCC)/C(=N/OC(=O)c1ccccc1C)C(N)=O	-3%	·	-26%	13%	-2%	-2%	-9%	8%
O=C(Cc1ccc(Cl)cc1)N1CCOCC1	8%	-2%	-9%	2%	-5%	-17%	9%	0%
CNC(=S)NNC(=O)CNc1ccc(C)c(Cl)c1	2%	-34%	22%	0%	6%	11%	-5%	13%
CC12CCC(=O)N1C(C(=O)OCC(=O)Nc1cccc(Br)c1)CS2 (centres undefined)	6%	31%	i	2%	-19%	·	8%	2%
Cn1c(CSCc2ccc(F)cc2)n[nH]c1=S	7%	-2%	i	-11%	-1%	-6%	8%	4%
CC(=O)c1ccc(NC(=O)C(C)OC(=O)C2CCN(c3ccc(C(F)(F)F)cn3)CC2)cc1 (centres undefined)	2%	34%	-22%	-1%	-20%	?	-8%	2%
Cc1ccc(S(=O)(=O)N2CCCN(S(=O)(=O)c3ccc(C)c(C)c3)CC2)cc1C	0%	·	-3%	-6%	-2%	0%	8%	-9%
CC(=O)Nc1cc(-c2ccc(N)nc2)cn2c(-c3cccc(C(F)(F)F)c3)cnc12	16%	-6%	-4%	?	-19%	10%	-12%	-18%
CCOC(=O)CCCCC(=O)NC(CO)C(=O)NC (centres undefined)	2%	?	-32%[inhibitor][57.5 µM]	-8%	1%	-40%[inhibitor]	1%	3%
Cc1ccc(O)c(NC(=S)NC(=O)/C=C/c2ccccc2)c1	1%	-13%	i	-1%	-7%	11%	9%	9%
Cn1cc(C=C2C(=O)OC3(CCCCC3)OC2=O)c2ccccc21	20%	9%	-19%	-9%	12%	?	-26%	2%
COC(=O)c1c(-c2ccc(OC)cc2)oc2ccccc12	9%	-2%	i	7%	-15%	6%	?	-4%
CCn1nc(C)cc1C(=O)N1CCc2c([nH]c3ccccc23)C1c1cc(F)ccc1F (centres undefined)	4%	28%	-11%	13%	-18%	10%	-23%	16%
O=C(Nc1c(Cl)ccc2nsnc12)c1ccc(Br)o1	5%	4%	-24%	-9%	4%	0%	1%	4%
COc1ccccc1N1CCN(S(=O)(=O)CC23CCC(CC2=O)C3(C)C)CC1 (centres undefined)	4%	20%	-11%[57.5 µM]	1%	13%	-5%	5%	-2%
CCN(CC(=O)NC1CCS(=O)(=O)C1)c1nc(-c2ccccc2)nc2ccccc12 (centres undefined)	2%	10%	i	11%	4%	-4%	-2%	9%
CCOc1ccc(-n2ccnc2SCC(=O)Nc2cc(C)on2)cc1	-5%	12%	-21%	1%	4%	6%	9%	0%
Cc1cccc(NC(=O)CSc2cn[nH]n2)c1	6%	32%	i	-5%	18%	-3%	8%	1%
CC(C)[C@H](NC(N)=O)C(=O)Nc1ccc2c(c1)CCC2	-3%	15%	-22%[57.5 µM]	-4%	-24%	-3%	9%	13%
O=C(CCC(=O)N(CC(=O)NC1CCCC1)c1cccc(F)c1)Nc1nccs1	7%	19%	0%	1%	-6%	-10%	2%	9%

2 compounds picked at random from the list so far, as already listed:
SMILES	EPAC2 agonist	FUS yeast rescue	PTHR1 ag	aSyn yeast inh	EPAC1 antagonist	TDP43 rescue	EPAC2 antag	EPAC1 agonist
CCN(CC(=O)NC1CCS(=O)(=O)C1)c1nc(-c2ccccc2)nc2ccccc12 (centres undefined)	2%	10%	i	11%	4%	-4%	-2%	9%
Cc1ccc(S(=O)(=O)N2CCCN(S(=O)(=O)c3ccc(C)c(C)c3)CC2)cc1C	0%	·	-3%	-6%	-2%	0%	8%	-9%
